MPTP block: permeability transition pore inhibition. isolated mouse mitochondria, Ca2+ swelling absorbance, 30 min. inhibition, % at 10 µM. hit rate 1.4% among 360,000. AID 602449;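 active means inhibition of 50% or more, scaled per plate between neutral and stimulator controls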;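 further: 0% = DMSO wells given calcium and 100% = 1 mM EGTA wells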
SENP7 inh: SENP7 protease inhibition; recombinant SENP7, Z-RLRGG-aminoluciferin luminescence, 40 min; inhibition, % at 5 µM; hit rate 1.5% among 330,000;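 active means inhibition above about 50% at the single test dose, limit read from the data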;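 further: plate controls were DMSO with enzyme for no effect and no enzyme buffer wells for full effect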
Target sequence (Q9BQF6 706-1050 limits assumed): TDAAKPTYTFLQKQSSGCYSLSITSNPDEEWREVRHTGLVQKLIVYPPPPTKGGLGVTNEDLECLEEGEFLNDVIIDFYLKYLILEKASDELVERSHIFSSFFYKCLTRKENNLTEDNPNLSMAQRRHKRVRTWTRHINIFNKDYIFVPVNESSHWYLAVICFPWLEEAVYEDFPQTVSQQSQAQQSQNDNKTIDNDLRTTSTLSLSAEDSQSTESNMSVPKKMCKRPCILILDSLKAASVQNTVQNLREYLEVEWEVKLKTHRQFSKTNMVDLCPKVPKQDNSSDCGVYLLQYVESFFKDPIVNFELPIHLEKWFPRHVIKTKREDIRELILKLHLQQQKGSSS
NR3A LBD binder: modulates the human NR3A ligand-binding domain. NR3A LBD differential scanning fluorimetry, Tm shift; 0% = protein alone, 100% = glycine-bound protein. Tm shift relative to glycine control, % at 25 µM. hit rate 2.5% among 340,000. AID 1259313;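 active means melting temperature shift of at least 10% of the positive control shift, at one fixed dose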
PfGluPho inh: PfG6PD (Plasmodium falciparum) enzyme inhibition. hit rate 0.78% among 350,000. PfGluPho enzyme, NADPH resazurin-diaphorase fluorescence. inhibition, % at 20 µM. AID 504690;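 active means inhibition reaching at least a set limit at 20 µM in the primary screen, cut at about 59% in these data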;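 further: 0% = DMSO wells with substrate and 100% = DMSO wells lacking glucose-6-phosphate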
SENP6 inh: blocks the human protease SENP6; Recombinant SENP6 catalytic domain, aminoluciferin luminescence; inhibition, % at 10 µM; hit rate 1.8% among 330,000;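 active means inhibition above about 50% at the single tested dose, limit read from the data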;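 further: plate controls were DMSO wells with enzyme for no effect and DMSO wells lacking enzyme for full effect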
ATG4B inh: inhibitors of human ATG4B cysteine protease | ATG4B cleavage of LC3-PLA2, NBD-HPC fluorescence, 1 h | inhibition, % at 8.33 µM | hit rate 0.51% among 340,000; in the data active means inhibition above about 40%
Target sequence (Q9Y4P1 whole entry, looked up): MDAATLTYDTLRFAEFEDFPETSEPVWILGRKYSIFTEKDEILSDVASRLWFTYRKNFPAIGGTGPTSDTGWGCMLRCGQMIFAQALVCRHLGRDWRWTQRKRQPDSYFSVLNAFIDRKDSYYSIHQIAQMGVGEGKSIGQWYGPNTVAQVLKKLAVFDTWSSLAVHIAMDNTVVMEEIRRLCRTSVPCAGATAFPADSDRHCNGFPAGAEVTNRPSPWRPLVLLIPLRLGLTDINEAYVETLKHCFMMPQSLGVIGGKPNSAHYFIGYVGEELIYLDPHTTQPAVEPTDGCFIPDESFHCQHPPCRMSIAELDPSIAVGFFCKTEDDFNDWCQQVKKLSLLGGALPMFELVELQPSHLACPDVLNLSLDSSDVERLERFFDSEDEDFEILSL
HKDC1 inhibitor: blocks human hexokinase HKDC1 activity; hit rate 0.16% among 340,000; Q2TB90; recombinant HKDC1, G6PDH/diaphorase resazurin coupled fluorescence; inhibition, % at 20 µM;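 active means inhibition above about 35% when tested at 20 µM, limit read from the data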;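 further: plate controls were DMSO wells with enzyme for no effect and DMSO wells lacking enzyme for full effect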
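System: Recombinant HKDC1 hexokinase | Amount: HKDC1 at 5 µg/mL | Reagent: Glucose with 1 mM ATP | Doses: Single 20 µM dose | Incubation: Reaction time 90 min, room temperature, protected from light | Signal: Coupled resazurin fluorescence, excitation 525 nm, emission 613 nm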
SENP8 block: SENP8 (human) protease inhibition; Q96LD8; recombinant SENP8, Nedd8 substrate fluorescence; inhibition, % at 20 µM; hit rate 0.64% among 360,000; AID 602440; in the data active means inhibition mostly above about 40%, no sharp cut-off; inactive means mostly below about 27%
Target sequence (Q96LD8 whole entry, looked up): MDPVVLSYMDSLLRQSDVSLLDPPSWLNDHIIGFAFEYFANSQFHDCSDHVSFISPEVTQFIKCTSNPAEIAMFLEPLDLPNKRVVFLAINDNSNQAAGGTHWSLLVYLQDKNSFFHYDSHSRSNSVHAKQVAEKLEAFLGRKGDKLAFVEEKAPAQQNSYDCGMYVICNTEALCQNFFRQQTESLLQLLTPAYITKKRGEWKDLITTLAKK
Numbers without * were called inactive; . = not tested or not shown. An unsorted share of the library. Share with any hit: about 6.9%.

molecule,MPTP block,SENP7 inh,NR3A LBD binder,PfGluPho inh,SENP6 inh,ATG4B inh,HKDC1 inhibitor,SENP8 block
O=C(CN(Cc1ccc(Br)cc1)S(=O)(=O)c1ccccc1)NCc1ccccn1,-0.1,-5,-1,59,3,9,-6,3
CC(C)CNc1nc(Oc2ccc(=O)[nH]n2)nc(N(C)C)n1,-1.2,3,6,-13,-1,-4,-4,22
CC(=O)c1ccc(NC(=O)CSc2nnc(C3CC3)n2C2CC2)cc1,0.0,1,1,-2,2,1,-2,22
COc1cc(O)c(C(C)=O)c(OC)c1,-2.0,.,-7,-19,.,5,4,6
O=C(NCc1ccc(F)cc1)c1cc2c(s1)CS(=O)(=O)C2,-3.3,0,3,-1,6,6,-2,9
O=c1c2ccc(Cl)cc2[nH]c(=S)n1CCC1=CCCCC1,19,4,-2,-20,-9,8,3,18
COc1cccc(N=Nc2c(=O)[nH]n3c(=O)cc(C)[nH]c23)c1,0.2,-6,-1,1,13,-7,2,48*
c1ccc(-c2nc3cc4ccccc4cc3[nH]2)nc1,-1.6,100*,-20,89*,99*,-8,7,-319
COc1ccc(OC)c(NC(=O)Nc2ccc(Cl)cc2)c1,91*,-15,28*,16,14,-22,-3,3
CC(=O)c1c(O)cc(=O)oc1-c1ccc(C)cc1,2.2,0,-3,-5,-13,-6,-3,12
CC1(C)CC(=O)C(C=NCC(O)c2ccccc2)=C(O)C1 (stereo unspecified),-0.4,-3,0,-3,-1,-8,-15,5
CCCCN=C1NC(=O)C(CC(=O)Nc2ccc(Cl)cc2)S1 (stereo unspecified),0.5,4,0,2,-10,-12,3,-9
COC(=O)Cc1cc(=O)[nH]c(/N=C(\N)Nc2ccccc2)n1,-0.4,1,2,3,7,2,-4,10
N#C/C(=C(/O)c1ccc2c(c1)OCO2)c1nc2cc(C(F)(F)F)ccc2s1,84*,5,4,13,48,1,1,-51
Cc1ccccc1C(C(=O)NC1CCCCC1)N(C(=O)c1ccccn1)c1cccnc1 (stereo unspecified),-0.1,-3,-2,2,10,5,-5,24
O=C(O)CCCC(=O)Nc1ccc(N2CCCC2)cc1,-0.3,-7,0,23,-7,0,6,7
CN(C)/C=N/c1c(C#N)cnn1-c1nc2ccccc2s1,-3.3,-4,1,4,-26,-7,-10,27
CC(=O)N1CC23C=CC(CC2CC12CCCCCC2)O3 (stereo unspecified),-0.5,-3,-1,1,-1,-8,-12,4
O=c1c2nnn(-c3cccc(F)c3)c2ncn1Cc1ccccn1,-1.8,2,0,-3,8,-14,-2,15
OCC[n+]1ccc(/C=C/c2c[nH]c3ccccc23)cc1,1.1,1,-3,13,14,-16,-16,33
O=C(NCc1ccc(Cl)s1)C1CCC(=O)N(CCc2cccc(F)c2)C1 (stereo unspecified),0.0,0,0,-7,-2,5,-4,10
CC(C)/C=C/CN1CCC(Oc2ccc(C(=O)N3CCCC3)cc2)CC1,0.4,-14,.,.,-3,.,.,7
O=C(Cc1ccc(F)cc1)N[C@@H]1c2ccccc2CC[C@@H]1OCc1ccccc1,0.6,-2,0,0,.,-4,5,6
COc1ccc(CNC(=O)COC(=O)c2ccc(S(=O)(=O)N3CCOCC3)cc2)cc1,-2.0,3,0,-1,5,2,-6,1

Further results follow:
Below each compound: MPTP block, SENP7 inh, NR3A LBD binder, PfGluPho inh, SENP6 inh, ATG4B inh, HKDC1 inhibitor, SENP8 block
COc1ccc(C(=O)NCc2cc(C)nc3ccccc23)cc1
    17, 10, 0, 0, 1, -1, 3, 5
COC(=O)c1ccc(OCC(O)CN2C(=O)c3ccccc3C2=O)cc1 (stereo unspecified)
    1.0, 12, 0, -5, -17, 6, 1, 14
O=C(Nc1ccccc1)C1(c2ccccc2)CC1(Cl)Cl (stereo unspecified)
    1.8, -7, -3, 0, -26, -14, 8, 20
C=CCN1CC(C)/C(=N\O)CC1C (stereo unspecified)
    1.0, 12, -1, 1, -12, 0, 0, 5
COc1ccc(C(=O)O)cc1S(=O)(=O)NCc1ccncc1
    0.0, 4, 0, -3, 7, 1, 1, 22
COC(=O)c1sc2nc(C)nc(SCC(=O)N3CCC(C(=O)O)CC3)c2c1C
    -0.3, -10, 1, 2, -5, -10, -13, -15
Cc1ccc2[nH]c(=O)c3cc(C(=O)N(C)c4ccccc4C)sc3c2c1
    0.2, -4, 0, 5, -18, -1, -4, -193
CCOc1c(Br)cc(C2NC(=O)CCC2[N+](=O)[O-])cc1OC (stereo unspecified)
    -1.9, 4, 3, -1, -18, 1, -5, 17
Cc1ccc(C(=O)NNC(=O)CSc2nnc3c(n2)[nH]c2ccc(F)cc23)cc1
    0.3, 7, -6, 2, 0, 0, 7, -24
Cc1ccc(-n2nc3c(=O)n(CC(=O)NC4CCCCC4)nc(C)c3c2C)cc1
    -0.4, -2, 1, 13, 4, -4, 5, 1
Fc1ccc(-n2cc(CNCCc3ccncc3)c(-c3ccccc3Cl)n2)cc1
    -0.2, 1, 0, -13, -5, 6, -15, 12
CCCCOc1cccc(/C=C(\C#N)C(=O)NC2CC2)c1
    -0.6, -4, 2, 14, 9, -8, 5, -21
O=C1NC(=Nc2ccccc2Cl)SC1(CO)CO
    0.0, -3, 2, 9, -11, 0, -29, 6
CNC(=O)c1c(NC(=O)c2ccc(S(=O)(=O)N3CCCc4ccccc43)cc2)sc2c1CCN(C)C2
    2.2, 6, -4, 14, -1, -9, 0, -16
CCCCc1ccc(S(=O)(=O)N2CCC3(CC2)OCCO3)cc1
    -1.1, -10, -2, -2, 17, 5, -5, 4

Of the compounds above, these contain two or more sulfur atoms.
Below each compound: MPTP block, SENP7 inh, NR3A LBD binder, PfGluPho inh, SENP6 inh, ATG4B inh, HKDC1 inhibitor, SENP8 block
O=C(NCc1ccc(F)cc1)c1cc2c(s1)CS(=O)(=O)C2
    -3.3, 0, 3, -1, 6, 6, -2, 9
COC(=O)c1sc2nc(C)nc(SCC(=O)N3CCC(C(=O)O)CC3)c2c1C
    -0.3, -10, 1, 2, -5, -10, -13, -15
CNC(=O)c1c(NC(=O)c2ccc(S(=O)(=O)N3CCCc4ccccc43)cc2)sc2c1CCN(C)C2
    2.2, 6, -4, 14, -1, -9, 0, -16

(more compounds)
Below each compound: MPTP block, SENP7 inh, NR3A LBD binder, PfGluPho inh, SENP6 inh, ATG4B inh, HKDC1 inhibitor, SENP8 block
COC(=O)c1cccc(S(=O)(=O)N2CCC(n3nnc4cc(F)ccc43)CC2)c1
    1.3, 8, 9, -10, -5, -18, 0, 5
CCOC(=O)C(NC(=O)c1ccccc1)=C(C)C
    -0.6, 4, 1, 1, -7, 1, -3, 0
CCNC(=O)C/C(C)=N/NC(=O)C1CCCCC1
    1.9, -5, 0, -6, -16, 28, -6, 2
FC(F)(F)c1cccc(-c2ccc(/C=N/Nc3nncc(-c4ccccc4)n3)o2)c1
    4.2, 6, -6, -9, 8, -3, 2, 26
COC(=O)C(Cc1ccc(O)cc1)NC(=O)CCNC(=O)c1ccco1 (stereo unspecified)
    -1.9, -2, 3, 11, 7, 2, -7, 6
CCN(C(=O)CSc1nnc(CNc2cccc(OC)c2)n1C1CCCCC1)C1CCS(=O)(=O)C1 (stereo unspecified)
    1.1, 0, -2, -8, -9, -3, 7, 13
Cc1ccc2oc(C(=O)N3CCN(CC(=O)NC(C)C)CC3)c(C)c2c1
    -0.2, 2, -3, -4, 11, 2, -6, 2
CCOC(=O)CN1C(=O)S/C(=C\c2ccc(-c3ccc(C(=O)O)c(Cl)c3)o2)C1=O
    3.0, 1, 4, -4, -1, 9, 8, -258
Cn1c(=O)c2[nH]cnc2n(-c2ccccc2)c1=O
    1.5, -5, 0, 0, -25, 5, -3, -15
CC(C)c1ccc(NC(=O)C(c2ccccc2)N(C)C(=O)c2cnccn2)cc1 (stereo unspecified)
    -0.5, -6, 1, 0, -11, 4, 0, 8
O=C(Cn1nc(-c2ccccc2)c2ccccc2c1=O)NCCN1CCOCC1
    0.7, -4, 2, 2, -13, 2, -4, 5
COc1ccc(OCc2nnc(SCC(=O)Nc3ccccc3C#N)o2)cc1
    -2.8, 1, -2, 2, -14, -6, -2, 6
CCc1cccc(NC(=O)c2ccc(NS(=O)(=O)c3c(C)noc3C)cc2)c1
    -0.2, 6, 29*, -38, -6, 3, -3, 5
O=C(Cc1cccs1)NCc1ccc(F)cc1
    0.3, 12, -2, -3, -13, -15, 1, 10
Cc1ccc(C)c(CN2C(=O)C3CCCN3c3ccc(C#N)cc32)c1 (stereo unspecified)
    0.2, -1, 1, -11, 0, 0, 1, -56

Random excerpt: 2 entries already listed.
Below each compound: MPTP block, SENP7 inh, NR3A LBD binder, PfGluPho inh, SENP6 inh, ATG4B inh, HKDC1 inhibitor, SENP8 block
Cc1ccc(C)c(CN2C(=O)C3CCCN3c3ccc(C#N)cc32)c1 (stereo unspecified)
    0.2, -1, 1, -11, 0, 0, 1, -56
COC(=O)c1ccc(OCC(O)CN2C(=O)c3ccccc3C2=O)cc1 (stereo unspecified)
    1.0, 12, 0, -5, -17, 6, 1, 14

The list goes on:
Below each compound: MPTP block, SENP7 inh, NR3A LBD binder, PfGluPho inh, SENP6 inh, ATG4B inh, HKDC1 inhibitor, SENP8 block
CC1CC(C)CN(CCCNC(=O)c2cn(C)c3ccc(S(=O)(=O)N4CCCC4)cc3c2=O)C1 (stereo unspecified)
    0.0, -4, 0, -3, -2, -7, -7, 32
CC1CC(C)CN(C(=O)c2cccc(S(=O)(=O)N3c4ccccc4CC3C)c2)C1 (stereo unspecified)
    -0.8, -9, 2, 8, 6, 8, 9, 7
CC/C(=N\NC(=S)NC(C)C)c1ccc(OC(F)F)cc1
    1.8, 3, 3, 14, 1, -6, -2, 32
CC(C)CCNC(=O)C(C)N(C(=O)Cn1nnc(-c2ccc(F)cc2)n1)C1CCCC1 (stereo unspecified)
    -0.2, 5, 23*, -7, 10, 2, -7, 1
CN(C(=O)Cn1nnc(-c2cccnc2)n1)C1CCCCC1
    ., 0, 1, -20, -6, -7, -5, .
CCc1ccc(NC(=O)CCS(=O)(=O)c2ccc(Br)cc2)cc1
    0.1, -2, -1, 3, -16, 1, 3, 23
Cn1nc(C(F)(F)F)c2cc(C(=O)Nc3ccc(F)c(Cl)c3)sc21
    89*, -14, -3, 18, -5, 1, 2, 9
O=C(Nc1ccncc1)Nc1ccccn1
    -2.1, -4, 0, 13, -8, -2, -3, 16
O=C(CSc1nnc(-c2cccc(F)c2)o1)NC1CCCC1
    1.8, -3, -3, -8, -17, 3, -1, 13
